Screening results: PubChem, National Center for Advancing Translational Sciences (NCATS)
USP2a inhib: USP2a (human) protease inhibition. O75604. USP2a enzymatic assay, qHTS inhibition. Potency, µM (doses to about 38.3 µM), without a hit: at the top dose activity change, negative = inhibition, most hits filed as inhibitors. hit rate 0.1% among 60,000. AID 927;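 further: potency means the concentration at half of the fitted maximal effect; nearly all actives have a fitted effect of over 60% in size; plate controls were DMSO for no effect and NEM full inhibition control for full effect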
Target sequence (O75604 whole entry, looked up): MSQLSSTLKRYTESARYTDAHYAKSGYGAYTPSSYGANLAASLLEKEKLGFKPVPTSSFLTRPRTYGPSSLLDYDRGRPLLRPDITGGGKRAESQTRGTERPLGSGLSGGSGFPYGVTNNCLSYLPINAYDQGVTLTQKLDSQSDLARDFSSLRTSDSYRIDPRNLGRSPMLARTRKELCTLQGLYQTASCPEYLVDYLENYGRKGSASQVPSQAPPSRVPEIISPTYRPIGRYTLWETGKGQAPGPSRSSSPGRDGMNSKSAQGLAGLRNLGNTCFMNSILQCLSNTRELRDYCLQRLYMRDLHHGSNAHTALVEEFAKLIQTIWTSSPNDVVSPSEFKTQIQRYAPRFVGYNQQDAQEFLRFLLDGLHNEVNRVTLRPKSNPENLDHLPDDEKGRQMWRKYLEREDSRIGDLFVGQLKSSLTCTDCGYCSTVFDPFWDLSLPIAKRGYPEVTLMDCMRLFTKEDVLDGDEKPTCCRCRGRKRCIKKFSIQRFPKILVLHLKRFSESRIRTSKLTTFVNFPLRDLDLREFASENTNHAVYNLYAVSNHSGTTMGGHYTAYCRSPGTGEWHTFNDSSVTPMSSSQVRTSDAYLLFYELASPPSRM
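Inhibition is measured in a cell-free coupled assay with 20 nM USP2 core, 20 nM Ub-PLA2 and 20 uM NBD C6-HPC, 2.5 h incubation. Activity normalized to NEM control.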
Casp7 inh: caspase-7 (human) inhibition, allosteric or competitive. P55210. recombinant caspase-7, Ac-DEVD-AFC fluorescence rate. Potency, µM (series often up to 57.5 µM), inactives show at the highest dose activity change, negative = inhibition, actives largely listed as inhibitors. hit rate 0.02% among 75,000. AID 889; active means well fitted inhibition curve with a large enough effect in the main read-out, with a control signal flat, not every such curve was filed as active; inconclusive means small, poorly fitted or top-dose-only effect, or a change in a side signal; further: potency means the concentration at half of the fitted maximal effect; % of control where 0% means no effect
BRCT PPI green: blocks human BRCA1 BRCT binding to phosphopeptide, green readout | P38398 | BRCA1 BRCT-phosphopeptide binding, green fluorescence polarization | Potency, µM (doses to about 76.9 µM), for the others: at the highest dose activity change, negative = inhibition, most hits filed as inhibitors | hit rate 0.05% among 75,000 | AID 875;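 further: potency means the concentration at half of the fitted maximal effect; plate controls were peptide without protein for full effect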
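Fluorescence polarization: His-tagged BRCT (~35 kDa BRCA1 C-terminus, 250 nM) bound to 100 nM fluorescein-labeled phosphorylated 10-aa BACH1 peptide, pH 7.3 phosphate buffer with DTT and Tween 20. Compounds incubated 12 min at room temperature; inhibition read as lowered polarization.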
GFP derepression: epigenetic modulators derepressing GFP locus in mouse cells; hit rate 0.09% among 68,000; Potency, µM (series often up to 46.1 µM), for inactives: at the top dose GFP derepression (activation); mouse C127i GFP locus derepression, cytometry, 30 h; further: % of control where 0% means no effect
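Read-out is the number of GFP-positive cells, scored as fluorescent objects 20 to 120 um wide, reflecting derepression of a silenced CMV-GFP reporter in murine C127i cells after 30 h compound exposure at 37 C.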
Caspase-1 inhib: allosteric or competitive inhibitors of human caspase-1; P29466; Caspase-1 enzyme, Ac-WEHD-AFC fluorogenic rate; Potency, µM (titrated, usually from 57.5 µM), for inactives: at the highest dose activity change, negative = inhibition, usual class: inhibitors; hit rate 0.03% among 75,000;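 further: potency means the concentration at half of the fitted maximal effect; plate controls were vehicle for no effect and no substrate for full effect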
Target sequence (P29466 120-297 limits assumed): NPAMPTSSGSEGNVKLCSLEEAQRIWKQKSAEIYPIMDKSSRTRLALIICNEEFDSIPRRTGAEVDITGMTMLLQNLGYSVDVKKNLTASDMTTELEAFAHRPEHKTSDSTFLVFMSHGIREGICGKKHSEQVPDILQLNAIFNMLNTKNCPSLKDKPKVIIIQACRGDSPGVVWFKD
Target sequence (P29466 317-404 limits assumed): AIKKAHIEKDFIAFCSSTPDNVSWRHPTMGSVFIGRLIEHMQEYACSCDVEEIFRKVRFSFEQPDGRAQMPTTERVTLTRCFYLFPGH
4MU fluor: 4-MU region autofluorescence; compound autofluorescence, 340/450 nm, 4-MU equivalents; hits give high values; max dye-equivalent concentration, M; hit rate 11% among 59,000; in the data active means max dye-equivalent concentration above about 10 nM; inconclusive means mostly about 1.1 nM to 9.6 nM
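Compounds in 100 mM Tris, pH 8.0, incubated 15 min at room temperature, then fluorescence read at 340 nm excitation/450 nm emission. Signal converted to 4-MU dye-equivalent concentration using an on-plate six-point 4-MU standard curve.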
Fluorescein fluor: compound autofluorescence in fluorescein spectral region; hit rate 0.91% among 59,000; max fluorescein-equivalent concentration, M; Compound autofluorescence, 480/540 nm, fluorescein-equivalent; hits give high values; in the data active means max fluorescein-equivalent concentration above about 10 nM; inconclusive means between about 1.1 nM and that limit
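Compounds (23 nL) in 100 mM Tris pH 8.0, 15 min at room temperature, then fluorescence read at 480 nm excitation/540 nm emission. Signal converted to fluorescein-equivalent concentration from an on-plate fluorescein standard curve.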
HEK293 cAMP cs: parental HEK293 cAMP activation (counter-screen) | parental HEK293 CNG cAMP sensor, membrane potential fluorescence | Potency, µM (doses to about 57.1 µM), inactives show at the top dose activation, most hits filed as activators | hit rate 2.5% among 73,000; further: potency means the concentration at half of the fitted maximal effect; % of control where 0% means no effect; nearly all actives have a fitted effect of over 55% in size
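Parental HEK 293 cells stably expressing a modified CNG channel (no TSHR) report cAMP rise as membrane depolarization. Membrane potential dye with 100 uM RO 20-1724 was loaded for 60 min at room temperature, then compound added for 30 min; fluorescence read at 590 nm.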
BRCT PPI red: BRCT-phosphoprotein interaction inhibition (red fluorophore); hit rate 0.03% among 75,000; BRCT-phosphopeptide binding, red fluorescence polarization; P38398; Potency, µM (series often up to 76.9 µM), without a hit: at the highest dose activity change, negative = inhibition, usual class: inhibitors; further: on the % scale 0 is the no-effect control and ±100 the full control effect
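Rhodamine-labelled pBACH1 10-mer (100 nM) bound to BRCT domain (100 nM) at pH 7.3; compounds incubated 12 min room temperature, polarization read. Free peptide defines full inhibition; unlabelled decapeptide titrated as control.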
A350 autofl: compound fluoresces in the Alexa 350 spectral region; hit rate 11% among 59,000; max dye-equivalent concentration, M; Compound autofluorescence, 340/450 nm, Alexa 350 dye-equivalents; hits give high values; AID 590; in the data active means max dye-equivalent concentration above about 10 nM; inconclusive means mostly about 1.1 nM to 9.6 nM
Ub-GFP proteasome: proteasome inhibitors stabilizing ubiquitin-GFP reporter; Ubiquitin-GFP reporter cells, proteasome inhibition, GFP fluorescence; response scale: untreated = 0%, 10 µM MG-132 = 100%; Potency, µM (titrated, usually from 45.9 µM), for the others: at the highest dose activation (GFP accumulation), usual class: activators; 67,000 tested, under 10 active; AID 526; active means well fitted activation curve with a large enough effect, not every such curve was filed as active; inconclusive means small, poorly fitted or top-dose-only effect, or another doubt; inactive means no such curve, though single readings can be large or run the other way; further: potency means the concentration at half of the fitted maximal effect
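U2OS Ub(G76V)-GFP reporter; O/N plating, 0.5% FBS; cpd 46 uM–2.9 nM, 4 h, 37 °C; GFP+ cell count, 488/515 nm; norm. to basal vs 10 uM MG-132; CRC fit.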
* = called active by the depositor; i = inactive; ? = inconclusive; / = no result given; & = joins results of further samples; [ ] = dose if it differs, or a comment. Unless noted, the call rests on the fitted dose curve; in most records, active means well fitted curve in the direction sought with a large enough effect; inconclusive means small, poorly fitted or top-dose-only effect, or another doubt; inactive means no such curve, though single readings can be large; an effect the other way counts as inactive or inconclusive. The list is partial, so the mix of outcomes need not match the whole.

Structure	USP2a inhib	Casp7 inh	BRCT PPI green	GFP derepression	Caspase-1 inhib	4MU fluor	Fluorescein fluor	HEK293 cAMP cs	BRCT PPI red	A350 autofl	Ub-GFP proteasome
c1ccc2c(c1)C(=NCC1CCCO1)NC2=NCC1CCCO1 (stereo not drawn)	-3.8%	6.7%	1.6%	-0.1%	0.3%	3.14e-08M*	?	-0.9%	-1.6%	3.68e-08M*	0.9%
COc1ccccc1CC(=O)Nc1ccc(OC)c(OC)c1	0.0%	-0.1%	-1.1%	-4.5%	1.2%	/	/	11.1%	0.3%	/	1.1%
O=C(CC1Sc2ccccc2NC1=O)Nc1cccc(-c2nnc3n2CCCCC3)c1 (stereo not drawn)	33.1%[activator]	-2.7%	0.6%	1.0%	1.3%	i	i	-1.8%	1.4%	i	-0.2%
CCCc1nnc(NC(=O)CCC(=O)O)s1	/	-0.5%	-2.3%	-3.9%	3.7%	/	/	3.9%	0.5%	/	-0.3%
CCN(CC)CC[n+]1ccc2c(C)c3[nH]c4ccccc4c3c(C)c2c1	/	-8.9%[11.5 µM]	-6.2%[15.4 µM]	2.2%[9.22 µM]	-4.7%[11.5 µM]	i	1.7e-08M*	19.0%[11.4 µM]	0.4%[15.4 µM]	i	-4.3%[9.17 µM]
O=C(CN1C(=O)c2ccccc2C1=O)Nc1ccc2c(c1)OCO2	18.5%	-3.0%	-1.0%	1.6%	-0.1%	i	i	3.2%	-1.3%	i	1.3%
O=C(CCCCCn1c(=S)[nH]c2cc3c(cc2c1=O)OCO3)N1CCN(C(=O)c2ccco2)CC1	26.7%	-0.4%	-1.9%	6.5%	-0.5%	i	i	13.8%	1.2%	i	2.0%
CCC(C)N1CC23C=CC(O2)C(C(=O)OCc2ccccc2)C3C1=O (stereo not drawn)	-3.7%	-2.4%	0.2%	0.7%	-1.3%	i	i	0.5%	0.4%	i	-2.5%
COC(=O)NC(c1cccc(C)c1)[C@]1(C(C)=O)CCCC1=O (stereo partly drawn)	/	-0.7%[11.5 µM]	2.2%[15.4 µM]	/	-3.4%[11.5 µM]	/	/	0.8%[11.4 µM]	0.7%[15.4 µM]	/	/
CCOC(=O)c1c(NC(=O)c2cc(C3CC3)on2)sc(C(C)=O)c1C	/	0.3%	-0.2%	-3.4%	-1.9%	/	/	?	0.3%	/	-3.0%
O=C(O)CCC(=O)c1ccc2c(c1)OCCO2	/	1.4%	0.1%	/	-0.7%	/	/	20µM*	0.6%	/	-5.6%
O=C1c2ccccc2C(Nc2ccc(Cl)cn2)N1c1cccnc1 (stereo not drawn)	/	-2.8%	0.8%	/	-4.3%	/	/	?	0.2%	/	0.0%
CC1=C(C(=O)NC2CCC(C)CC2)C2(CCC(C)CC2)OC1=O (stereo not drawn)	/	-0.8%	0.3%	-5.5%	-4.2%	/	/	-6.2%	-0.4%	/	0.4%
CC12CC(c3ccccc3O1)C(C(=O)N1CCOCC1)C(=O)N2 (stereo not drawn)	/	-1.0%	-1.9%	/	-0.7%	/	/	-2.1%	-1.2%	/	/
O=C(Cn1ccc2ccccc2c1=O)NCCC(=O)NC1CCN(Cc2ccccc2)CC1	2.7%	0.2%	-5.0%	0.0%	1.2%	i	i	-2.2%	-1.3%	i	4.9%
O=C1CC(c2ccccc2)CC(O)=C1C=NCCN1CCN(C(=O)Nc2ccccc2)CC1 (stereo not drawn)	17.8%	0.0%	-0.3%	-4.6%	-0.8%	i	i	-0.7%	0.8%	i	5.2%
COc1ccc2c(C(=O)CN3CCN(CCO)CC3)c[nH]c2c1	-10.6%	-1.5%	10.0%	1.6%	-1.0%	i	?	5.1%	1.7%	i	4.3%
O=C(Nc1ccccc1C(=O)NCC1CCCO1)c1ccco1 (stereo not drawn)	-5.3%	0.6%	-2.3%	0.0%	-0.2%	i	?	2.1%	-1.9%	i	3.9%
CCOC(=O)c1cc(NC(=O)SCC(=O)O)c(C)nc1C	3.6%	0.3%	-2.3%	0.0%	-2.7%	i	i	23.9%	-2.4%	?	-1.8%
CN(C)c1ccc(N=Cc2ccco2)cc1	22.7%	-2.9%	0.2%	-3.8%	-6.9%	/	/	-20.9%	-0.8%	/	-10.1%
Cn1cccc1Cc1nnc(SCC(=O)Nc2ccc(Cl)cc2)n1-c1ccc(F)cc1	/	-8.1%	-0.2%	/	-4.6%	/	/	-5.9%	0.0%	/	5.7%
O=C(OCC(=O)N1CCN(c2ccccc2)CC1)c1ccc2ncsc2c1	31.2%[activator]	-3.1%	-0.1%	1.1%	-0.5%	i	i	1.1%	1.0%	i	-0.7%
Cc1cnc(NC(=O)c2c(O)c3cccc4c3n(c2=O)CCC4)s1	125.4%[activator]	0.6%	-1.7%	0.0%	-0.9%	i	i	0.0%	-1.7%	i	-0.9%
CCOc1ccccc1NC(=O)CSc1ncnc2c1oc1ccccc12	10.2%	2.4%	-1.9%	3.6%	-0.1%	i	i	25.1µM*	0.1%	i	-0.7%
Cc1cc(C)n2cc(CSc3nnnn3-c3ccccc3C)nc2n1	0.8%	-3.3%	-1.7%	1.0%	-3.8%	?	?	1.7%	-1.4%	?	-1.7%
O=S1(=O)CCN(c2ccccc2CC(c2c[nH]c3ccccc23)c2c[nH]c3ccccc23)CC1	/	-1.1%[11.5 µM]	0.1%[15.4 µM]	-3.4%[9.22 µM]	-3.3%[11.5 µM]	i	?	-5.3%[11.4 µM]	-0.1%[15.4 µM]	i	2.5%[9.17 µM]
CC(C)(C)NCC(O)c1cc(O)cc(O)c1 (stereo not drawn)	-3.5%	?	0.0%[3.08 µM]	-1.6%[20.6 µM]	/	?	i	/	3.4%	?	/
Clc1cccc(N2CCN(Cc3nc(-c4ccccc4)no3)CC2)c1	/	-11.6%	0.2%	/	-5.0%	/	/	30.4%	-0.8%	/	0.5%
COc1cc(C(O)c2nc3ccccc3n2C)cc(OC)c1OC (stereo not drawn)	0.7%	-0.6%	-2.2%	2.2%	-1.3%	/	/	7.3%	-0.2%	/	-4.0%
Cc1sc2nc(N)sc2c1C	-3.8%	3.2%	0.2%	0.9%	2.2%	i	i	-10.0%	-1.1%	i	-1.0%
Cc1cc(C(=O)OCC(=O)Nc2ncc(C(F)(F)F)cc2Cl)c(C)o1	23.2%	-10.8%	2.3%	-4.4%	-7.2%	?	i	28.3%	1.0%	?	-3.6%
COCCNC(=O)C(c1ccc(C)cc1)N(C(=O)CCC(=O)Nc1ccccn1)C1CCCC1 (stereo not drawn)	12.7%	-1.0%	-1.8%	-2.3%	2.6%	i	i	11.7%	-1.7%	i	0.0%
C=CCOC(=O)C(C(=O)CC)C(NC(=O)OC)c1ccc(F)cc1 (stereo not drawn)	/	-1.0%[11.5 µM]	-2.3%[15.4 µM]	/	-1.1%[11.5 µM]	/	/	3.4%[11.4 µM]	0.9%[15.4 µM]	/	/
O=C1CCc2cc(S(=O)(=O)N3CCN(C(=O)c4ccco4)CC3)ccc2N1	-7.3%	1.5%	-2.1%	1.4%	-0.7%	i	i	3.2%	0.4%	?	-6.1%
Cn1c(=O)c2c(nc(SCCCC#N)n2Cc2ccccc2F)n(C)c1=O	/	-0.8%	6.7%	/	-12.0%	/	/	4.3%	-1.8%	/	-5.2%
CCN1CCCC1CNC(=O)CCc1nc(-c2ccc(C)cc2)no1 (stereo not drawn)	3.7%	-0.1%	-1.7%	1.0%	1.5%	i	i	18.6%	-0.7%	i	-1.1%
Cn1c(=O)oc2cc(S(=O)(=O)NCc3ccncc3)ccc21	0.1%	-0.1%	4.5%	2.2%	2.5%	i	?	10.7%	-0.1%	i	0.0%
CCOC(=O)c1cccc(S(=O)(=O)N(CCO)Cc2cc3cc(OC)ccc3[nH]c2=O)c1	8.5%	-0.8%	0.1%	0.0%	-0.7%	6.19e-08M*	i	-1.4%	0.3%	5.3e-08M*	8.6%
CC(N)=NCc1cccc(CN)c1	-3.3%	0.4%&-1.0%	-3.0%&1.0%	0.0%&-0.6%	-0.8%&0.2%	i	?	-0.9%&16.9%	0.1%&-1.6%	i	0.2%&0.1%
COc1cccc(C(=O)NC(C)C(c2cccs2)N2CCN(C)CC2)c1 (stereo not drawn)	1.1%	-3.7%	-0.9%	-2.1%	-3.2%	i	?	19.3%	-0.7%	i	/
CCCn1nnc(NC(=O)c2ccc(Br)cc2)n1	-4.9%	-0.4%	-2.7%	0.0%	-0.2%	i	i	9.6%	-0.4%	i	7.9%
CSc1oc(-c2ccccc2)nc1S(=O)(=O)c1ccc(F)cc1	8.4%	-2.2%	0.4%	-3.2%	0.0%	i	?	?	0.0%	i	-5.6%
O=C(CC1SCCNC1=O)Nc1cccc(Cl)c1 (stereo not drawn)	-6.3%	-0.1%	-0.4%	0.0%	-2.2%	i	?	6.3%	-0.1%	i	-1.1%
COc1ccccc1N1CCN(S(=O)(=O)c2cnc[nH]2)CC1	/	-2.9%	-2.2%	0.0%	-1.4%	/	/	-2.6%	-1.5%	/	2.6%
